Source: PubChem
RAD52 inh – RAD52 DNA annealing inhibitors, primary screen, biochemical, FRET, single point, set 2. recombinant RAD52 DNA annealing, FRET fluorescence. inhibition, % at 18.7 µM. DNA repair protein RAD52 homolog (Homo sapiens), P43351. 360,000 tested, 0.46% active. AID 651710, 2012;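 active = every replicate showing at least 50% inhibition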
Xi reactivation – activators of inactive X chromosome reactivation, primary screen, imaging, XiGFP fibroblasts, GFP high-content imaging, set 2 | AID 743238, 2013 | activation, % at 7.58 µM | 360,000 tested, 0.055% active | XiGFP mouse fibroblasts, % GFP-positive cells imaging, 3 d; cells co-treated with 5-aza-dC sensitizer; scaled so ellipticine positive control = 100%;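 active = mean normalized replicate activation at least 10% and every replicate at or above 10%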;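 note: 0% = median of on-plate neutral control wells and 100% = ellipticine 6 µM median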
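System: 68-5-11 XiGFP fibroblast line; Timing: 3 days compound exposure; Compound dosing: one concentration, pinned; Benchmarks: positive control ellipticine, 6 µM final; Buffer or medium: DMEM containing 5-aza-dC.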
E-selectin induc – E-selectin induction in HUVECs, primary screen, imaging, HUVEC, immunofluorescence imaging, single point. P16581. normalized: neutral wells 0, TNF-alpha wells 100. activation, % at 7.58 µM. 260,000 tested, 0.37% active;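 active = mean E-selectin-positive cell signal at least 10% of the positive control, reached in at least 60% of replicates, without over 20% cell loss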;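 note: in these data hits start at about 27%; measured in HUVEC primary endothelial cells; signal is the percent of cells scored E-selectin positive by PE staining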
Target sequence (P16581 whole entry, looked up): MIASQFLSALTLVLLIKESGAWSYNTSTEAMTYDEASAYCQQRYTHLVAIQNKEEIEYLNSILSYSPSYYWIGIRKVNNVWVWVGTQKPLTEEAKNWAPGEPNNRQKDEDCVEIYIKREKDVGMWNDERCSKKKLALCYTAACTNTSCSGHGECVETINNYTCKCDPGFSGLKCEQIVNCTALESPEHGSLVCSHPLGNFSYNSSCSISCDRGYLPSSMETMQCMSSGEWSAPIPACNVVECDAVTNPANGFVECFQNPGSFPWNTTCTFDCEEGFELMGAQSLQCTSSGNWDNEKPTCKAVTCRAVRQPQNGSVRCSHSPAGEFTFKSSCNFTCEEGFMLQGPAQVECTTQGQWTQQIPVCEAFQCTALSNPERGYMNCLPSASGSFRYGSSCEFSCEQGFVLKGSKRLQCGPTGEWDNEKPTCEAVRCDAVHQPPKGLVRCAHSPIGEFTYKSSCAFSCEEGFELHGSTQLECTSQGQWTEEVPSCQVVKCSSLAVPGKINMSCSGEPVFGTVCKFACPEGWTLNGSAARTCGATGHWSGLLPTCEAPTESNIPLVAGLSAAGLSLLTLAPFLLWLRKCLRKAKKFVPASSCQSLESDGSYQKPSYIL
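System: HUVEC, human umbilical vein endothelial cells; quantity: 3,000 cells/well; buffer or medium: EGM-2 medium, gelatin-coated wells; dosing: single-point compound dose; detection: immunofluorescence imaging; evaluation: % PE-positive cells; benchmarks: TNF-alpha, DMSO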
EWS-Fli inh – EWS/Fli-driven NR0B1 reporter inhibitors, primary screen, A673 cells, NR0B1 luciferase, luminescence, MLPCN library; viability-normalised; inhibition, % at 12.6 µM; 350,000 tested, 0.67% active;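 active = mean inhibition of at least 50% after viability correction, with every replicate also passing that limit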;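 note: firefly luciferase signal divided by Alamar Blue viability fluorescence both relative to DMSO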
esBAF inh – Bmi1 luciferase reporter increase in mESCs, primary screen, esBAF inhibitor project, mouse ES cells, Bmi1 luciferase knock-in, single point; 24 h; 100% = twice the neutral-well signal; reporter increase, % at 12.5 µM; 350,000 tested, 2% active; AID 602393, 2012; in the data active = activation above about 40%;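 note: 0% = median of the plate's neutral control wells and 100% = double that signal; a rise in the Bmi1 reporter signal indicates esBAF inhibition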
RAD54 inh – inhibitors of human RAD54 branch migration, primary screen, biochemical, fluorescence, single point. DNA repair and recombination protein RAD54-like (Homo sapiens), Q92698. RAD54 Holliday junction branch migration, FAM/BHQ fluorescence. inhibition, % at 10.4 µM. 360,000 tested, 0.14% active. AID 602329, 2012;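 active = mean normalized replicate activity at least 40 and at least half of replicates scoring 40 or more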;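 note: 0% = median of neutral control wells and 100% = median of positive control wells; inhibitors cause a drop in the FAM fluorescence signal; in these data hits start at about 50%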
S100A4 inh HTS – inhibitors of S100A4-myosin IIA peptide binding, primary screen, biochemical, fluorescence polarization, TAMRA-MyoIIA peptide; inhibition, % at 10.7 µM; Protein S100-A4 (Homo sapiens), P26447; 360,000 tested, 0.14% active;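 active = mean inhibition of at least 70% across replicates, with every replicate also reaching that level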
Target sequence (P26447 whole entry, looked up): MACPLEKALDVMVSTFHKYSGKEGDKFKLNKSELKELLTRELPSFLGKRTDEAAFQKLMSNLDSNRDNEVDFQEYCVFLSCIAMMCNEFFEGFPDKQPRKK
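assay system = human S100A4 monomer with TAMRA-labelled myosin IIA peptide | also added = labelled myosin peptide probe, 5 nM | incubation = 5 min between mix addition and reading | control set = DMSO and TFP controls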
FN deposit inh – inhibitors of fibronectin matrix deposition, primary screen, AH1F cells, Alexa488-fibronectin fluorescence, plate reader; inhibition, % at 12.6 µM; AH1F fibroblasts, overnight; 350,000 tested, 0.086% active;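 active = mean inhibition across replicates of 30% or more, regardless of how many single replicates reach that level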;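 note: positive control wells lacked labelled fibronectin entirely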
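Measured by – fluorescence 485/525 nm · System – AH1F fibroblast monolayer, labelled fibronectin deposition · Amount – 10000 cells per well · Buffer or medium – serum-reduced DMEM (2% serum) · Doses – single dose, pinned · Also added – fluorescent fibronectin at 24 nM final · Schedule – 1 h cell attachment, overnight exposure to compound and label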
The depositor's hits bear a star; . = not tested or not shown.

1	COCC(=O)N1C[C@H](C)[C@H](OC)CN(C)C(=O)c2ccc(NC(=O)NC(C)C)cc2OC[C@@H]1C
2	O=C(CN1CCOCC1)N[C@@H]1CC[C@@H](CCNC(=O)C2CCCCC2)O[C@@H]1CO
3	C[C@H]1CCCCO[C@@H](CN(C)CC2CCCCC2)[C@@H](C)CN([C@@H](C)CO)C(=O)c2cc(NC(=O)Nc3ccc(C(F)(F)F)cc3)ccc2O1
4	COC(=O)c1cn(CC(=O)Nc2ccccc2C)c2ccccc12
5	COc1ccc(OCC(O)CNC(=O)c2c(-c3ccccc3)noc2C)cc1 (configuration not stated)
6	O=C(c1ccccc1)N1CC2(C1)[C@@H](c1ccccc1)[C@H](CO)N2C(=O)CC1CC1

Screen / compound no.	1	2	3	4	5	6
RAD52 inh	6	11	25	-15	-9	-9
Xi reactivation	-0.4	-0.3	.	0.1	0.0	0.1
E-selectin induc	0.2	0.1	.	0.1	1.7	-0.1
EWS-Fli inh	10	3	-7	-4	3	.
esBAF inh	-14	0	-3	-2	-10	.
RAD54 inh	-6	-3	1	1	1	.
S100A4 inh HTS	-8	-1	-17	-10	9	-2
FN deposit inh	-9	-4	.	6	-1	.

7	O=C(CCc1c[nH]c2ccccc12)NCCc1ccc2c(c1)OCCO2
8	O=C(CNC(=O)c1ccc(Cl)cc1Cl)NCC1CCCO1 (configuration not stated)
9	Cc1ccccc1C(=O)NC(CC(C)C)C(=O)NCC(C)(C)N1CCOCC1 (configuration not stated)
10	Cn1c(=O)c2c(SCC(=O)N3CCCCC3)nc(-c3ccccc3F)nc2n(C)c1=O
11	C[C@H](O)C#Cc1cnc2c(c1)C(=O)N([C@@H](C)CO)C[C@@H](C)[C@H](CN(C)Cc1cccc(C(=O)O)c1)O2
12	C[C@H](CO)N1C[C@H](C)[C@H](CN(C)S(=O)(=O)c2ccccc2)OCCCC[C@H](C)Oc2ccc(NS(C)(=O)=O)cc2C1=O

Screen / compound no.	7	8	9	10	11	12
RAD52 inh	-5	-5	0	-10	-14	-6
Xi reactivation	0.1	0.2	0.1	0.1	-1.1	1.4
E-selectin induc	19	.	.	-0.4	0.1	0.5
EWS-Fli inh	24	-9	1	.	-14	6
esBAF inh	-14	3	-3	-4	4	6
RAD54 inh	-6	-3	-3	4	4	-27
S100A4 inh HTS	-6	-2	-2	-2	-1	-46
FN deposit inh	7	-2	3	.	.	.

13	FC(F)(F)c1nnc2ccc(NCc3cccnc3)nn12
14	O=C(Nc1cc(-c2ccccc2)sc1C(=O)O)c1cccc(F)c1
15	COc1ccc(C(C#N)N2CCCCCC2)cc1OC (configuration not stated)
16	Cc1cnc(C(=O)OCC(=O)NC2CCCCCC2)cn1
17	COc1ccc(C2CC(=O)C=C(NCc3ccc4c(c3)OCO4)C2)cc1 (configuration not stated)
18	Cc1ccc(S(=O)(=O)NCCC(=O)NC2CCCCCC2)cc1C

Screen / compound no.	13	14	15	16	17	18
RAD52 inh	-4	-19	-6	-23	-11	-4
Xi reactivation	0.0	0.1	.	0.0	0.1	0.3
E-selectin induc	.	0.1	.	.	14	4.7
EWS-Fli inh	2	-1	.	-5	-2	5
esBAF inh	-5	-3	1	.	.	3
RAD54 inh	-8	-2	-6	.	.	4
S100A4 inh HTS	2	-3	-3	-27	-7	3
FN deposit inh	7	4	.	-10	-5	5

19	COc1ccc(Cn2c(O)cc(=O)[nH]c2=O)cc1
20	CCOC(=O)c1sc(NC(=O)c2ccc3nc[nH]c3c2)nc1C
21	CCS(=O)(=O)N1CC2(C1)CN(S(=O)(=O)c1cccc(OC)c1)[C@@H](CO)c1[nH]c3cc(OC)ccc3c12
22	C[C@@H]1CN([C@H](C)CO)C(=O)Cc2cc(NS(=O)(=O)c3cn(C)cn3)ccc2O[C@@H]1CN(C)Cc1ccc(C(F)(F)F)cc1
23	CCOC(=O)c1cc(C)nc(N2CCCCC2)c1C#N
24	Cc1ccc(S(=O)(=O)N(C)C[C@H]2Oc3c(NC(=O)Nc4cccc5ccccc45)cccc3C(=O)N([C@H](C)CO)C[C@H]2C)cc1

Screen / compound no.	19	20	21	22	23	24
RAD52 inh	-171	-3	-3	-3	-9	-2
Xi reactivation	.	0.2	0.0	0.0	-0.1	0.3
E-selectin induc	.	0.0	-0.2	-8.0	-0.1	0.0
EWS-Fli inh	.	36	3	-9	4	4
esBAF inh	-4	53*	.	-3	.	.
RAD54 inh	-18	0	.	-5	.	.
S100A4 inh HTS	-1	-4	5	11	-6	-16
FN deposit inh	.	3	-2	.	1	-1

25	CC(=O)N1c2ccc(S(=O)(=O)N3CCCC(C(=O)Nc4ccc(F)cc4)C3)cc2CC1C (configuration not stated)
26	Cc1ccc(OCC(=O)NCc2n[nH]c(=O)c3ccccc23)cc1
27	CCn1c(Cn2nnc(-c3ccccc3)n2)nnc1SCC(=O)Nc1ccccc1
28	C[C@@H]1CN([C@H](C)CO)C(=O)c2cc(C#Cc3ccccc3F)cnc2O[C@@H]1CN(C)C
29	CCCCCN(C(=O)CCC(=O)OC(C)C(=O)Nc1cccc(C#N)c1)c1c(N)n(CCCC)c(=O)[nH]c1=O (configuration not stated)
30	COc1ccc(S(=O)(=O)Nc2ccc3c(c2)C(=O)N([C@H](C)CO)C[C@H](C)[C@@H](CN(C)C(=O)Nc2c(C)noc2C)OCCCC[C@@H](C)O3)cc1

Screen / compound no.	25	26	27	28	29	30
RAD52 inh	-38	-11	-8	30	1	-9
Xi reactivation	0.3	0.0	.	-1.1	0.0	0.1
E-selectin induc	13	0.0	.	0.5	0.5	0.3
EWS-Fli inh	18	1	5	-7	0	-10
esBAF inh	4	-1	9	-5	-4	1
RAD54 inh	7	7	15	7	-3	1
S100A4 inh HTS	2	-3	-4	-51	-2	-4
FN deposit inh	4	-2	.	.	-6	-1

31	CCC(C)NC(=O)c1c(N)n(/N=C/c2cccnc2)c2nc3ccccc3nc12 (configuration not stated)
32	CCCNC(=O)C(Cc1cccc(C#N)c1)NC(=O)c1cccc([N+](=O)[O-])c1 (configuration not stated)
33	COc1ccc(S(=O)(=O)N(C)C[C@@H]2OCCCC[C@H](C)Oc3ccc(NS(=O)(=O)c4cccs4)cc3C(=O)N([C@H](C)CO)C[C@@H]2C)cc1
34	O=C(NCCOc1ccccc1)C(=O)c1c[nH]c2ccccc12
35	COc1ccccc1CCn1cnc(-c2ccc(OC)c(OC)c2)c1C(C)C
36	Cc1ccc(S(=O)(=O)Nc2ccc3c(c2)CC(=O)N([C@H](C)CO)C[C@@H](C)[C@@H](CN(C)S(=O)(=O)c2ccc(Cl)cc2)O3)cc1

Screen / compound no.	31	32	33	34	35	36
RAD52 inh	-3	.	-22	-13	-11	.
Xi reactivation	.	0.2	-1.1	0.8	0.2	-0.3
E-selectin induc	.	0.2	-0.1	0.2	0.0	-0.3
EWS-Fli inh	.	-15	5	-23	20	4
esBAF inh	11	3	3	5	.	-1
RAD54 inh	-2	2	3	4	.	3
S100A4 inh HTS	2	.	8	2	1	.
FN deposit inh	.	-3	.	-5	21	.

37	N#C/C(=C\c1cccc(Cl)c1)C(=O)c1ccccc1
38	CC(=O)NS(=O)(=O)c1ccc(NC(=O)/C=C/c2cn(-c3ccccc3)nc2-c2ccccc2)cc1
39	O=C(Cn1c(=O)[nH]c2ccsc2c1=O)NC1CCCCCC1
40	C[C@@H]1CN([C@@H](C)CO)C(=O)c2cc(NC(=O)Nc3ccc(F)cc3)ccc2O[C@@H](C)CCCCO[C@@H]1CN(C)C(=O)Nc1ccc2c(c1)OCO2
41	C[C@@H]1CN([C@@H](C)CO)C(=O)c2cccc(NS(=O)(=O)c3ccccc3)c2O[C@@H]1CN(C)Cc1ccccc1
42	COc1cc(Cl)ccc1OC1(C)CCN(Cc2c(F)cccc2F)C1 (configuration not stated)

Screen / compound no.	37	38	39	40	41	42
RAD52 inh	-9	-16	.	21	6	9
Xi reactivation	0.0	0.2	.	0.1	0.2	0.2
E-selectin induc	-0.2	-0.8	1.8	0.4	-0.2	-0.1
EWS-Fli inh	-2	-6	.	10	-6	6
esBAF inh	-1	.	2	.	-2	-7
RAD54 inh	-11	-11	3	.	2	1
S100A4 inh HTS	0	-3	.	-3	4	3
FN deposit inh	4	2	2	.	.	-1

43	CCOC(=O)c1c(C)[nH]c(C)c1C(=O)COC(=O)/C=C/c1ccco1
44	CO[C@H]1CN(C)C(=O)c2cc(NS(=O)(=O)Cc3ccccc3)ccc2OC[C@H](C)NC[C@@H]1C
45	COc1cccc(S(=O)(=O)N[C@@H]2C=C[C@@H](CC(=O)NCc3ccccc3)O[C@H]2CO)c1
46	COC(=O)C1=C(C)N(C)C(=NCc2cccc(C(F)(F)F)c2)NC1c1ccccc1C(F)(F)F (configuration not stated)

Screen / compound no.	43	44	45	46
RAD52 inh	-33	-6	-2	-6
Xi reactivation	0.3	0.3	0.3	0.0
E-selectin induc	0.0	-0.2	-0.3	0.0
EWS-Fli inh	-7	1	-6	4
esBAF inh	-6	4	12	.
RAD54 inh	-7	1	1	.
S100A4 inh HTS	1	21	2	-3
FN deposit inh	2	-6	.	4

Compounds 35 to 44, quoted:
35	COc1ccccc1CCn1cnc(-c2ccc(OC)c(OC)c2)c1C(C)C
36	Cc1ccc(S(=O)(=O)Nc2ccc3c(c2)CC(=O)N([C@H](C)CO)C[C@@H](C)[C@@H](CN(C)S(=O)(=O)c2ccc(Cl)cc2)O3)cc1
37	N#C/C(=C\c1cccc(Cl)c1)C(=O)c1ccccc1
38	CC(=O)NS(=O)(=O)c1ccc(NC(=O)/C=C/c2cn(-c3ccccc3)nc2-c2ccccc2)cc1
39	O=C(Cn1c(=O)[nH]c2ccsc2c1=O)NC1CCCCCC1
40	C[C@@H]1CN([C@@H](C)CO)C(=O)c2cc(NC(=O)Nc3ccc(F)cc3)ccc2O[C@@H](C)CCCCO[C@@H]1CN(C)C(=O)Nc1ccc2c(c1)OCO2
41	C[C@@H]1CN([C@@H](C)CO)C(=O)c2cccc(NS(=O)(=O)c3ccccc3)c2O[C@@H]1CN(C)Cc1ccccc1
42	COc1cc(Cl)ccc1OC1(C)CCN(Cc2c(F)cccc2F)C1 (configuration not stated)

Screen / compound no.	35	36	37	38	39	40	41	42
RAD52 inh	-11	.	-9	-16	.	21	6	9
Xi reactivation	0.2	-0.3	0.0	0.2	.	0.1	0.2	0.2
E-selectin induc	0.0	-0.3	-0.2	-0.8	1.8	0.4	-0.2	-0.1
EWS-Fli inh	20	4	-2	-6	.	10	-6	6
esBAF inh	.	-1	-1	.	2	.	-2	-7
RAD54 inh	.	3	-11	-11	3	.	2	1
S100A4 inh HTS	1	.	0	-3	.	-3	4	3
FN deposit inh	21	.	4	2	2	.	.	-1

43	CCOC(=O)c1c(C)[nH]c(C)c1C(=O)COC(=O)/C=C/c1ccco1
44	CO[C@H]1CN(C)C(=O)c2cc(NS(=O)(=O)Cc3ccccc3)ccc2OC[C@H](C)NC[C@@H]1C

Screen / compound no.	43	44
RAD52 inh	-33	-6
Xi reactivation	0.3	0.3
E-selectin induc	0.0	-0.2
EWS-Fli inh	-7	1
esBAF inh	-6	4
RAD54 inh	-7	1
S100A4 inh HTS	1	21
FN deposit inh	2	-6
